# Assay outcomes as filed in PubChem.
# D2 antag = HTS Assay for Allosteric Antagonists of the Human D2 Dopamine Receptor: Primary Screen for Antagonists | D(2) dopamine receptor (Homo sapiens), P14416 | HEK293 TREx D2 cells, calcium flux, dopamine EC80 | inhibition, % at 10 µM | actives 2% (n = 340,000) | AID 485344, 2010; in the data active = inhibition above about 30%; note: 0% is about no effect
#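 Tetracycline-induced HEK293 T-REx cells expressing D2 force-coupled to calcium signalling were dye-loaded, exposed to compound for 180 s, then challenged with an EC80 of dopamine; calcium flux was followed kinetically for a further 180 s.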
# D2 PAM = HTS Assay for Positive Allosteric Modulators of the Human D2 Dopamine Receptor: Primary Screen for Potentiators; actives 0.34% (n = 340,000); potentiation, % at 10 µM; HEK293 T-REx D2, calcium flux, EC20 dopamine potentiation; D(2) dopamine receptor (Homo sapiens), P14416;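 active = potentiation over 3 SD above the plate norm, cut at about 30% in these data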; note: 0% is about no effect
#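 Using a no-wash calcium dye in inducible, force-coupled HEK293 Trex cells expressing D2, we tracked fluorescence each second for 180 s after compound, then for 180 s after EC20 dopamine to detect augmented signalling.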
# TRHR enhancer = qHTS for Small Molecule Agonists and Allosteric Enhancers of Human TRH Receptor: Primary Screen for Enhancers; Thyrotropin-releasing hormone receptor (Homo sapiens), P34981; actives 0.66% (n = 360,000); enhancement, % at 2 µM; TRHR cells, fluo-8 calcium fluorescence, EC20 TRH enhancement; in the data active = enhancement above about 30%; note: 0% is about no effect
#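 TRHR-expressing cells loaded with fluo-8 calcium dye were read kinetically (ex 480/em 530) during compound addition, then stimulated with an EC20 of TRH (10 nM final). Enhancement of the Gq-mediated intracellular calcium response was scored.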
# D1 agonist = Allosteric Agonists of the Human D1 Dopamine Receptor: qHTS. D(1A) dopamine receptor (Homo sapiens), P21728. HEK293 T-REx D1 cells, calcium flux, agonist mode. activation, % at 2 µM. actives 1% (n = 360,000). AID 504660, 2011; note: 0% is about no effect
#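 Inducible HEK293 T-REx D1 cells, force-coupled to calcium signalling, were plated at 4000 cells/well with tetracycline and held overnight at 30 C. After no-wash calcium dye loading, compound-evoked calcium rise over 180 s flagged agonists.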
# RXFP1 antag = qHTS Assay for Antagonists of the Relaxin Receptor RXFP1; Relaxin receptor 1 (Homo sapiens), Q9HBX9; HEK293-RXFP1, relaxin-stimulated cAMP HTRF, 30 min; hits give low values; activity change, negative = inhibition, % at 57.5 µM; actives 0.59% (n = 350,000); AID 1259400, 2018;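 active = activity change of -60% or lower, but not beyond a set lower limit; inconclusive = change between -60% and -40%, or beyond the set limit; inactive = change above -40%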; note: % is set by controls: 0 for no effect and ±100 for the full control effect
# Target sequence (Q9HBX9 whole entry, looked up): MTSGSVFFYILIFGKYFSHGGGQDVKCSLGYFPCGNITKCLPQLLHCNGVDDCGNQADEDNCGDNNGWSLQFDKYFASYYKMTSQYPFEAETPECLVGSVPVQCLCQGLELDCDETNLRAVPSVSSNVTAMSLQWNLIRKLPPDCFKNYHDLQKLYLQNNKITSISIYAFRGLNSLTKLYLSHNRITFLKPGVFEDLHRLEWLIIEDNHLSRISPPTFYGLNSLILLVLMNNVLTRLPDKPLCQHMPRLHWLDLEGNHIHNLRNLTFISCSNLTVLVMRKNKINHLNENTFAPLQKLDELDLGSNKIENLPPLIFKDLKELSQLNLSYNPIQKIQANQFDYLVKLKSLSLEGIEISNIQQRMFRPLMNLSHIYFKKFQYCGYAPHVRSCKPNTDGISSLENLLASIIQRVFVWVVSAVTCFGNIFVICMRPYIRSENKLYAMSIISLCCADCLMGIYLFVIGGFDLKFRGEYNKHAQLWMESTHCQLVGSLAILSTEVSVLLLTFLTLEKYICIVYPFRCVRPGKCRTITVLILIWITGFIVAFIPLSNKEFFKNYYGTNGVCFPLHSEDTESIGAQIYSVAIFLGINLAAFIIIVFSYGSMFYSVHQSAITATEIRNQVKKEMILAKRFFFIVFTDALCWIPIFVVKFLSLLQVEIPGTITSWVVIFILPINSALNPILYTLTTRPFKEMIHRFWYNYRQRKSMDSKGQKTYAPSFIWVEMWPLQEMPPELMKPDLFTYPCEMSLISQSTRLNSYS
# D1 potentiator = Potentiators of Human D1 Dopamine Receptor: qHTS. D(1A) dopamine receptor (Homo sapiens), P21728. HEK293 TREx D1 cells, calcium flux, dopamine EC20 potentiation. AID 504651, 2011. actives 0.036% (n = 360,000). potentiation, % at 10 µM; in the data active = potentiation above about 30%; note: 0% is about no effect
# TRHR agonist = qHTS for Small Molecule Agonists and Allosteric Enhancers of Human TRH Receptor: Primary Screen for Agonists; TRHR cells, calcium flux fluo-8, FDSS agonist mode; activation, % at 2 µM; AID 493084, 2011; Thyrotropin-releasing hormone receptor (Homo sapiens), P34981; actives 0.18% (n = 360,000); note: 0% is about no effect
#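 TRHR-expressing cells, plated overnight in medium with 10% serum, were loaded with fluo-8 calcium dye at room temperature. After a 10 s baseline, library compound was pin-added and calcium release was recorded kinetically (ex 480/em 530) as agonist response.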
# D1 antag = Antagonist of Human D 1 Dopamine Receptor: qHTS; activity change, negative = inhibition, % at 10 µM; actives 3.2% (n = 360,000); HEK293 TREx D1 cells, calcium flux, dopamine EC80; hits give low values; D(1A) dopamine receptor (Homo sapiens), P21728; AID 504652, 2011; in the data active = activity change below about -30%; note: % is set by controls: 0 for no effect and ±100 for the full control effect
#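 After overnight tetracycline induction at 30 C, force-coupled D1 HEK293 cells took up a no-wash calcium dye at room temperature. Compounds were added and monitored 180 s, and the response to EC80 dopamine was then recorded.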
# D2 ag = HTS Assay for Allosteric Agonists of the Human D2 Dopamine Receptor: Primary Screen for Agonists. D(2) dopamine receptor (Homo sapiens), P14416. actives 0.53% (n = 340,000). activation, % at 2 µM. HEK293 T-REx D2 cells, calcium flux agonist mode;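 active = activation over 3 SD above normal in the single-dose calcium agonist read, cut at about 30% in these data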; note: 0% is about no effect
#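 Tetracycline-induced HEK293 T-REx cells with force-coupled D2 receptor, plated overnight at 30 C, loaded with no-wash calcium dye. After a 10 s baseline, compound was pin-added and calcium flux read kinetically for 180 s; calcium rises flagged agonists.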
# The depositor's hits bear a star; ? = inconclusive; · = no result given; & = joins results of further samples. Cut-off read from the data, not from the text of the source, unless noted: active = activation above about 30%; inactive = the rest.
SMILES,D2 antag,D2 PAM,TRHR enhancer,D1 agonist,RXFP1 antag,D1 potentiator,TRHR agonist,D1 antag,D2 ag
Cc1[nH]c(C)c(S(=O)(=O)N2CCCCC2C)c1C(=O)N1CCCC1 (configuration not stated),-11.7,0.5,4.0,3.2,?,1.3,0.9,-8.2,-0.2
O=C(/C=C/c1ccccc1Cl)c1ccc[nH]1,-0.4,-1.9,-1.2,2.7,7.1,-2.3,0.2,3.0,2.1
COc1ccccc1NC(=O)N(Cc1cc2cc(OC)c(OC)cc2[nH]c1=O)CC1CCCO1 (configuration not stated),-12.6,1.4,-0.7,-1.2,-9.8,1.5,-0.2,10.9,0.1
O=C(NCc1cccs1)C1CCC(=O)N1C1CCCCC1 (configuration not stated),16.2,-20.4,-1.8,-0.7,11.4,-0.3,-0.6,-8.1,0.2
On1nnc2ccc(C(F)(F)F)cc21,1.9,15.7,27.9,2.3,3.4,-1.3,1.2,3.8,-0.2
CC1CN(c2ccc(Oc3ccccc3)cc2)c2nc3c(c(=O)n(CC(N)=O)c(=O)n3C)n2C1 (configuration not stated),-44.0,11.7,-0.3,-0.5,·,4.9,-0.8,15.0,-2.8
CCC(=O)NC1OC(CO)C(O)C(O)C1O (configuration not stated),3.2,2.2,-0.7,1.9,-0.1,1.2,0.3,-2.3,0.8
CCOc1ccc(C(C)NC(=S)NC2CCCCC2)cc1 (configuration not stated),·,·,1.2,20.0,1.7,1.2,0.4,-0.4,·
Cc1ccc(-c2nc3ccccc3o2)cc1NC(=S)NC(=O)/C=C/c1ccco1,-4.5,-0.8,7.1,-0.3,-8.8,0.5,-0.1,24.4,0.1
Cc1nn(-c2ccccc2)c(Cl)c1C1C(C#N)=C(N)OC2=C1C(=O)CCC2 (configuration not stated),-1.6,9.1,3.9,-0.2,-14.0,4.7,-0.3,-4.5,0.1
Cn1c(SCC(=O)NCc2ccc(F)cc2)nc2ccccc21,-1.8,-1.5,4.1,1.2,0.9,-1.9,-0.4,-20.7,-0.2
Cc1ncsc1CCOC(=O)c1ccc([N+](=O)[O-])cc1,-7.3,4.2,0.2,1.7,7.9,-9.3,-0.9,-20.0,-1.5
CCN(CC(=O)Nc1ccc(NC(C)=O)cc1)CC(=O)Nc1cc(C)on1,·,·,0.1,2.5,2.3,-1.5,0.1,-11.3,·
CC1=C(C(=O)OCc2ccc3c(c2)OCO3)C(c2ccccc2)NC(=O)N1 (configuration not stated),44.5*,6.4,-3.6,4.2,-0.6,-2.9,-0.4,-14.3,0.8
O=C(NCCCN1CCC(Cc2ccccc2)CC1)C1CC(=O)N(C2CCCC2)C1 (configuration not stated),9.8,-4.3,-1.6,-1.9,·,-4.3,0.4,23.5,3.2
CCN=C1SC(C(=O)Nc2cccc(Br)c2)CC(=O)N1CC (configuration not stated),-5.7,-12.6,3.0,5.7,-9.4,-2.6,-0.4,-17.4,1.1
Cc1cc(=O)n(C)c2ccc(S(=O)(=O)N3CCOCC3)cc12,-22.4,16.2,2.9,-2.2,2.5,-2.2,-0.3,9.8,1.0
CCn1c(SCC(=O)Nc2ccc(C(C)=O)cc2)nc2nc3c(cc2c1=O)COC(C)(C)C3,-18.3,8.3,-4.7,0.0,8.0,-2.2,0.4,8.7,0.4
CCN(Cc1nc(-c2ccc(OC)c(OC)c2)no1)C(=O)c1ccc2c(c1)OCO2,37.4*,3.2,-2.9,5.0,12.4,-0.5,0.5,-1.7,0.5
Cc1ccc(S(=O)(=O)Nc2ccccc2C=Nc2cccc(C)c2C)cc1,2.1,14.5,2.1,0.7,-65.6*,-9.3,0.2,-4.5,-0.5
C=CCn1c(SCC(=O)c2ccc(Br)cc2)nnc1C(CC(C)C)NC(=O)c1cccs1 (configuration not stated),·,·,-5.8,4.1,-3.7,-2.6,0.9,5.5,·
COc1ccc(-n2ccnc2SCC(=O)NCc2ccco2)c(OC)c1,19.7,-2.6,27.3,0.6,-11.8,-4.2,-0.5,8.9,-0.5
COc1cc(S(=O)(=O)NCc2ccccc2)ccc1-n1cnnn1,-24.1,-4.9,8.3,4.9,-1.5,·,0.8,1.2,1.2
Cc1nn(Cc2noc(C(=O)NCc3ccc(F)cc3)n2)c(C)c1Br,-0.2,15.3,-1.2&17.1,4.8&4.1,-9.6&-3.5,1.9&0.5,0.2&1.1,-5.7&-13.8,-0.7&0.2
O=C(O)c1cccc(Nc2nc(N3CCOCC3)nc(N3CCOCC3)n2)c1,6.6,11.6,7.5,1.4,-15.8,2.4,-0.2,-26.0,-0.7
# The list goes on:
SMILES,D2 antag,D2 PAM,TRHR enhancer,D1 agonist,RXFP1 antag,D1 potentiator,TRHR agonist,D1 antag,D2 ag
CCN1CCCC1CNCc1ccccc1OCc1ccc(F)cc1 (configuration not stated),-2.1,-9.2,0.1,0.8,-14.9,-9.2,-0.4,-6.0,18.4
COc1ccc2oc3cc(C)[n+]([O-])c(-c4ccc(Br)cc4)c3c2c1,3.3,-0.4,-1.7,-0.2,·,-10.8,-1.0,-23.8,-0.4
Clc1cccc(CSc2nnc(C3CCNCC3)o2)c1,·,-11.8,2.8,14.2,-1.0,0.1,1.7,4.3,3.0
CCCn1cnc2cc(NC(=O)c3ccco3)ccc21,3.1,-6.0,-3.1,2.1,5.2,-1.4,1.1,3.3,0.5
Cc1ccc2nc(-c3ccc(-c4ccccn4)s3)cn2c1,-15.2,-1.2,-1.9,1.9,18.2,1.4,0.1,-13.6,-0.5
OC(COc1ccccc1)CN1CCN(c2ncccn2)CC1 (configuration not stated),38.7*,-5.2,10.0,4.5,6.0,-1.8,0.3,-3.9,9.0
O=C(NCC(=O)N1CCN(c2ccccc2)CC1)c1cccs1,6.2,-10.2,1.7,0.0,1.4,4.5,-0.1,7.7,0.8
Cc1cc(C)c(S(=O)(=O)N2CCCOC2CNC(=O)C(=O)NCc2ccccn2)c(C)c1 (configuration not stated),-4.3,-4.7,13.4,2.0,-11.5,-1.6,0.6,-2.2,1.9
COc1ccc([N+](=O)[O-])cc1NC(=O)C(C)OC(=O)/C=C/c1ccco1 (configuration not stated),8.2,-15.1,-2.2,-0.3,9.9,-3.8,-0.2,4.0,-2.4
CCc1ccccc1NS(=O)(=O)c1ccc2nc(-c3ccccc3)[nH]c2c1,·,-0.8,0.3,8.3,·,-2.6,1.3,-5.6,0.3
Cc1sc2c(c1C)CN(C(C)(C)C)CN2C(=O)c1ccccc1,3.2,3.6,-1.0,0.8,-25.0,2.9,0.6,12.0,1.3
CCc1cccc(C)c1NC(=O)c1cn2c3c(ccc(Cl)c3c1=O)OC(C)C2 (configuration not stated),·,0.7,-10.5,3.1,-0.9,4.0,-0.7,6.2,-0.5
O=c1c2ccccc2n(Cc2ccccc2Cl)c(=O)n1CCc1ccccc1,·,-3.5,-6.8,2.8,·,2.0,1.4,4.9,0.6
CC(=O)c1ccc(NC(=O)CSc2nc(N3CCOCC3)nc(N3CCOCC3)n2)cc1,-7.2,7.8,11.7,4.1,-3.5,0.6,-2.3,-3.4,-2.0
CC(C)(C)S(=O)(=O)c1cnc(-c2cnccn2)nc1N,4.7,-7.8,-3.6,4.7,-3.8,-1.0,-0.4,13.2,-0.9
CCc1ccc2oc(C(=O)N3CCN(c4ccc(OC)cc4)CC3)cc(=O)c2c1,-8.1,3.1,-0.8,5.6,-15.3,-5.7,-1.0,-40.8*,0.2
COC(=O)c1ccccc1NC(=O)c1nc(S(=O)(=O)Cc2ccccc2F)ncc1Cl,·,5.0,3.0,1.6,·,-3.5,0.6,-4.5,0.3
CCOC(=O)C(C)(C)N(Cc1ccccc1C)S(=O)(=O)c1ccc(Cl)c([N+](=O)[O-])c1,-2.1,-5.9,-2.4,5.2,-2.8,4.8,-0.4,-0.3,-1.3
Cc1ccc2nc(-c3ccc(Cl)c(NC(=O)COc4ccc([N+](=O)[O-])cc4)c3)oc2c1,·,4.3,11.6,-1.4,-10.7,-3.9,0.3,1.8,0.0
CC1CC(C)CN(CC(C)(C)NS(=O)(=O)c2ccccc2)C1 (configuration not stated),-6.5,-6.2,-3.6,0.7,-2.3,-1.7,0.6,5.3,0.1
O=[N+]([O-])c1cc(/C=N\Nc2nc(-c3ccccc3)cs2)ccc1O,-7.4,1.2,-3.5,2.3,-65.4*,-7.5,-1.3,7.1,-0.2

# One compound at a time (already shown). Order of screens: D2 antag	D2 PAM	TRHR enhancer	D1 agonist	RXFP1 antag	D1 potentiator	TRHR agonist	D1 antag	D2 ag
# Results for CC(C)(C)S(=O)(=O)c1cnc(-c2cnccn2)nc1N = 4.7	-7.8	-3.6	4.7	-3.8	-1.0	-0.4	13.2	-0.9
# Results for COc1ccc([N+](=O)[O-])cc1NC(=O)C(C)OC(=O)/C=C/c1ccco1 (configuration not stated) = 8.2	-15.1	-2.2	-0.3	9.9	-3.8	-0.2	4.0	-2.4
# Results for Cc1cc(C)c(S(=O)(=O)N2CCCOC2CNC(=O)C(=O)NCc2ccccn2)c(C)c1 (configuration not stated) = -4.3	-4.7	13.4	2.0	-11.5	-1.6	0.6	-2.2	1.9

# Ordered by the number under TRHR enhancer (highest first): seven from the list above.
SMILES | TRHR enhancer
CC(=O)c1ccc(NC(=O)CSc2nc(N3CCOCC3)nc(N3CCOCC3)n2)cc1 | 11.7
Cc1nn(-c2ccccc2)c(Cl)c1C1C(C#N)=C(N)OC2=C1C(=O)CCC2 (configuration not stated) | 3.9
CCN=C1SC(C(=O)Nc2cccc(Br)c2)CC(=O)N1CC (configuration not stated) | 3.0
O=C(NCC(=O)N1CCN(c2ccccc2)CC1)c1cccs1 | 1.7
CCN(CC(=O)Nc1ccc(NC(C)=O)cc1)CC(=O)Nc1cc(C)on1 | 0.1
Cc1ccc2nc(-c3ccc(-c4ccccn4)s3)cn2c1 | -1.9
CCN(Cc1nc(-c2ccc(OC)c(OC)c2)no1)C(=O)c1ccc2c(c1)OCO2 | -2.9
